Compound activity (PubChem BioAssay)
GluA2 TARP mod = GluA2-stargazin AMPA receptor complex modulation; O88602+P19491; HEK293 GluA2+stargazin, membrane potential dye (FDSS), glutamate EC50; hits were called plate by plate, in both directions; calls only at 30 µM; 3.5% of 40,000 active; AID 1259245;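 active = any of four per-well response measures lying three or more SD from its plate-wide compound average, in either direction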
Target sequence (O88602 whole entry, looked up): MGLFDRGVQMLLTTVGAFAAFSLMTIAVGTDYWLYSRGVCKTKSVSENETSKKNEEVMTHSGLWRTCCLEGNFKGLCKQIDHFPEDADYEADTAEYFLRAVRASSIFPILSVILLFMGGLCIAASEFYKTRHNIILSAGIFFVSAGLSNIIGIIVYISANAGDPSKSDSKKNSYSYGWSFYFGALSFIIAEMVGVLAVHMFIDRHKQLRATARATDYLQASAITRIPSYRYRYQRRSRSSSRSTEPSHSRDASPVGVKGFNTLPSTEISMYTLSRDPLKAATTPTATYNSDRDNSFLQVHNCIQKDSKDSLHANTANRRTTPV
Target sequence (P19491 whole entry, looked up): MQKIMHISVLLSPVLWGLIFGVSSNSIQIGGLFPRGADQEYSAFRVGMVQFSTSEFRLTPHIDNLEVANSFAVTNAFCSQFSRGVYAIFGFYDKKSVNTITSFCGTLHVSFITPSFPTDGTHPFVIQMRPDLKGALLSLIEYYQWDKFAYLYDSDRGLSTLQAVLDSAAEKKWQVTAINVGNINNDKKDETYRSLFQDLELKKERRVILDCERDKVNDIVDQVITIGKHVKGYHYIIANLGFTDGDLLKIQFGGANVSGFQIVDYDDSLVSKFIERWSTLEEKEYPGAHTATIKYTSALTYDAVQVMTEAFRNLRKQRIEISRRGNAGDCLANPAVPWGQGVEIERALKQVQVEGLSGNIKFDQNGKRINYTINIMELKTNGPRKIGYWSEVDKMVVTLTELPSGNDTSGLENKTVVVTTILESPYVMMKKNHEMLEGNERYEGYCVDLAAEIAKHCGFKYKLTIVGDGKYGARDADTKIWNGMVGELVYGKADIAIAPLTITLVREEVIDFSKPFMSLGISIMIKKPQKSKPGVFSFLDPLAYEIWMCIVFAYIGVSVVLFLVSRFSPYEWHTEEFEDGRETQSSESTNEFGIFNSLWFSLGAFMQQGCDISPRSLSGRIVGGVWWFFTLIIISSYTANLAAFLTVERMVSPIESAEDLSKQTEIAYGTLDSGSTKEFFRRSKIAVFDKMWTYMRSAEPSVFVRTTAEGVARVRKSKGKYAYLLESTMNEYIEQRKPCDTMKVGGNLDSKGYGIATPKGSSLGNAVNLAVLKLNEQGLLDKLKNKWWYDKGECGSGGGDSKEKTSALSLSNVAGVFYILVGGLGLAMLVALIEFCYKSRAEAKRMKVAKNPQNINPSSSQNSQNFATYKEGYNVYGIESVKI
GluA2 TARP mod agonism max-min = recorded beside GluA2 TARP mod, whose call it bears; compound max-min signal; compound-alone response (agonism);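 unitless range of fluorescence divided by baseline over first 100 seconds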
GluA2 TARP mod glutamate slope = also measured in GluA2 TARP mod; calls as there; glutamate slope, % of max; measured here: glutamate response slope, % max;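 scaled per plate between vehicle wells and maximal 1 mM glutamate control wells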
Active calls of the source: *; i = inactive; + = active, no number. The list is partial, so the mix of outcomes need not match the whole.

SMILES | GluA2 TARP mod | GluA2 TARP mod agonism max-min | GluA2 TARP mod glutamate slope
COc1cn(CC(=O)NCc2ccc3c(c2)OCO3)c(CSc2ccc(Cl)cc2)cc1=O | i | 0.1 | 43
COc1cc(NC(=O)Nc2c(C)nc3sccn3c2=O)cc(OC)c1OC | i | 0.11 | 61
CCNc1nc(C)c([N+](=O)[O-])c(Nc2ccc(F)cc2)n1 | i | 0.11 | 63
NC(=S)c1cc2cc(F)ccc2oc1=Nc1cccc(F)c1 | i | 0.048 | 55
Cc1ccc(N2CCCn3c2nc2c3c(=O)n(CCN3CCOCC3)c(=O)n2C)c(C)c1 | i | 0.069 | 65
CC(C)c1ccc(NC(=O)C(=O)NCc2ccc(Cl)cc2)cc1 | i | 0.12 | 70
O=C(NCc1c(F)cccc1F)C(=O)NC1CC1 | i | 0.1 | 57
Cc1cccc(N(C)S(=O)(=O)c2cc(N(C)S(=O)(=O)c3ccccc3)c(C)cc2C)c1 | i | 0.093 | 66
CCN1C(=O)CCc2cc(NC(=O)c3ccc(OC)cc3)ccc21 | i | 0.079 | 67
O=C(NCc1ccccc1)NCC(O)Cc1ccccc1 (configuration not stated) | i | 0.14 | 79
O=C1c2cccc3cccc(c23)C(=O)N1CCc1ccc(S(=O)(=O)NCc2ccco2)cc1 | i | 0.082 | 75
COC(=O)c1ccc(C(=O)Nc2ccc3c(c2)N(C(=O)C(C)(C)C)CC3)cc1 | i | 0.055 | 38
CCc1nnc(NS(=O)(=O)c2ccc(NC(=O)c3ccc(OC(C)C)cc3)cc2)s1 | i | 0.084 | 74
COCCNC(=O)Cn1nc2c(c1NC(=O)c1ccccc1C(F)(F)F)CSC2 | i | 0.078 | 63
COc1cccc(NC(=O)C(C)Sc2nnnn2-c2ccc(C)cc2)c1 (configuration not stated) | i | 0.1 | 59
O=C(CSc1nnc(-c2ccncc2)o1)OCc1ccccc1 | i | 0.027 | 62
O=C(NCCCS(=O)(=O)N1CCN(c2ccccc2)CC1)c1cccs1 | i | 0.14 | 81
CC1(C)NC(=O)N(CC(O)COc2ccc(Cl)cc2)C1=O (configuration not stated) | i | 0.084 | 40
COCCCNC(=O)C1CCN(c2cc(Sc3cc(C)ccc3C)ncn2)CC1 | i | 0.078 | 64
Cc1nc(C)n(C(C)CC(=O)N2CCN(S(=O)(=O)c3ccccc3)CC2)n1 (configuration not stated) | i | 0.079 | 67
COc1nn(C)cc1-c1nnc(SCC(=O)NCCc2ccccc2)n1C | i | 0.076 | 63
O=C(NCc1cccs1)N1CCC(c2nnc(-c3ccc(F)cc3)o2)CC1 | i | 0.072 | 65
O=C(NCC(O)c1ccc(C(F)(F)F)cc1)C(=O)Nc1ccc2c(c1)OCO2 (configuration not stated) | i | 0.09 | 45
COCC(C)(O)CNC(=O)c1ccccc1C(F)(F)F (configuration not stated) | i | 0.11 | 64
C=CC(C)(C)OCC(O)CN1CCOCC1 (configuration not stated) | i | 0.054 | 15
CCCN1C(=O)NC2(CCN(S(=O)(=O)c3ccc(OC)cc3)CC2)C1=O | i | 0.058 | 22
COC1CCN(C(=O)c2cnn(-c3ccccc3)n2)CC1 | i | 0.1 | 54
CC(=O)N1CCc2c(sc(NC(=O)CSc3ccc(F)cc3)c2-c2nc3ccccc3s2)C1 | i | 0.1 | 57
O=C(CCN1C(=O)c2ccccc2S1(=O)=O)Nc1cccc(Br)c1 | i | 0.062 | 52
O=C(Cn1nc(-n2cccn2)ccc1=O)Nc1nc(-c2cccnc2)cs1 | i | 0.12 | 58
Cc1ccc(-n2ncc3c(=O)n(CC(=O)N4CCC(Cc5ccccc5)CC4)cnc32)c(C)c1 | i | 0.12 | 71
O=c1c2nc(N3CCCCC3)sc2c(-c2ccco2)nn1Cc1ccc(C(F)(F)F)cc1 | i | 0.068 | 33
CCCCOC(=O)c1ccc(NC(=O)Cc2cc(-c3ccc4c(c3)OCO4)on2)cc1 | i | 0.048 | 21
CN(Cc1ccccc1)c1nc2ncn(C)c2c(=O)[nH]1 | i | 0.12 | 53
Cc1cc(C(=O)N(CC2CCCO2)c2nc3c(C(C)C)cccc3s2)on1 (configuration not stated) | i | 0.037 | 43
Cc1ccc(CSc2nc(CC(=O)NCCC3=CCCCC3)cs2)cc1 | + | 0.045* | 30*
O=C(NCc1ccco1)C(=O)Nc1ccc(N2CCCCS2(=O)=O)cc1 | i | 0.11 | 73
CCOC(=O)N1CCC(NC(=O)C2CCN(c3cc(Oc4ccccc4)ncn3)CC2)CC1 | i | 0.084 | 50
CCCN1C(=O)CCc2cc(NC(=O)c3ccc(OC(C)C)cc3)ccc21 | i | 0.056 | 52
COc1ccc(NC(=O)Cn2nc(SC)c(S(=O)(=O)c3ccc(F)cc3)c2N)cc1Cl | i | 0.15 | 45

Record cards, from the list above.
`C=CC(C)(C)OCC(O)CN1CCOCC1` (configuration not stated) is listed with GluA2 TARP mod: i; GluA2 TARP mod agonism max-min: 0.054; GluA2 TARP mod glutamate slope: 15
`O=C(NCC(O)c1ccc(C(F)(F)F)cc1)C(=O)Nc1ccc2c(c1)OCO2` (configuration not stated) is listed with GluA2 TARP mod: i; GluA2 TARP mod agonism max-min: 0.09; GluA2 TARP mod glutamate slope: 45

Later entries:
SMILES | GluA2 TARP mod | GluA2 TARP mod agonism max-min | GluA2 TARP mod glutamate slope
COc1ccc2c(=O)c(Oc3ccc(C(=O)NCCc4c[nH]c5ccccc45)cc3)c(C)oc2c1 | i | 0.092 | 58
CCn1nnc2c(=O)n(CC(=O)NCc3ccccc3)cnc21 | i | 0.093 | 65
O=C(Nc1nnc(CS(=O)(=O)c2ccccc2)o1)c1ccc(Cl)cc1 | i | 0.11 | 45
COc1ccc(CCS(=O)(=O)N(CCc2ccccc2)Cc2ccccn2)cc1 | i | 0.16 | 52
Cn1ccnc1N1CCN(CC(=O)N2CCOCC2)CC1 | i | 0.05 | 31
COc1cn(CC(=O)Nc2cccc(C)c2C)c(CSc2ccccc2)cc1=O | i | 0.043 | 54
COCCNC(=O)NCC1CCN(C(=O)Oc2ccccc2)CC1 | i | 0.064 | 43
Cn1c(CNc2nc3ccccc3n2C)nc2ccccc21 | i | 0.089 | 28
O=C(Nc1ncnc2sc3c(c12)CCCC3)c1ccccc1 | i | 0.1 | 42
Cc1c(C)n2c3c(=O)n(C)c(=O)n(C)c3nc2n1CCCN1CCOCC1 | + | 0.13* | 52*
CCOc1ccc(CCNc2nccn(-c3ccc(C)c(C)c3)c2=O)cc1OCC | i | 0.11 | 66
COc1cccc(CNC(=O)Cn2nc(C(=O)Nc3ccc(C)cc3)ccc2=O)c1 | i | 0.032 | 58
O=C(NCCCn1ncccc1=O)c1cc2ccccc2[nH]1 | i | 0.11 | 47
Cc1cccc(-n2ncc3c(=O)n(CC(=O)N4CCc5ccccc54)cnc32)c1C | i | 0.12 | 65
CN(C)c1nc2c(c(=O)n(C)c(=O)n2C)n1CCCOc1ccccc1 | i | 0.11 | 45
COc1cccc(C(=O)Nc2nnc(-c3ccccc3SC)o2)c1OC | i | 0.07 | 50
C=CCNC(=O)c1c(N)n(CCc2ccc(F)cc2)c2nc3ccccc3nc12 | i | 0.13 | 65
Cc1cc(C(=O)N2CCOCC2)nn1CC(=O)Nc1ccc(Oc2ccccc2)cc1 | i | 0.09 | 62
CCCN1C(=O)NC2(CCN(C(=O)/C=C/c3ccccc3)CC2)C1=O | i | 0.091 | 22
CCOc1ccc(S(=O)(=O)Nc2ccc(CC(N)=O)cc2)cc1C | i | 0.086 | 50

Quoted at random: 6 records from the list.
SMILES | GluA2 TARP mod | GluA2 TARP mod agonism max-min | GluA2 TARP mod glutamate slope
COc1ccc(CCS(=O)(=O)N(CCc2ccccc2)Cc2ccccn2)cc1 | i | 0.16 | 52
CCn1nnc2c(=O)n(CC(=O)NCc3ccccc3)cnc21 | i | 0.093 | 65
C=CCNC(=O)c1c(N)n(CCc2ccc(F)cc2)c2nc3ccccc3nc12 | i | 0.13 | 65
Cc1cc(C(=O)N2CCOCC2)nn1CC(=O)Nc1ccc(Oc2ccccc2)cc1 | i | 0.09 | 62
CN(C)c1nc2c(c(=O)n(C)c(=O)n2C)n1CCCOc1ccccc1 | i | 0.11 | 45
O=C(Nc1ncnc2sc3c(c12)CCCC3)c1ccccc1 | i | 0.1 | 42

Remaining list, next part:
SMILES | GluA2 TARP mod | GluA2 TARP mod agonism max-min | GluA2 TARP mod glutamate slope
CCC(NS(=O)(=O)c1ccc(C)cc1)C(=O)OC (configuration not stated) | i | 0.11 | 68
Cc1cn2c3c(=O)n(C)c(=O)n(C)c3nc2n1-c1ccccc1OC/C=C/c1ccccc1 | i | 0.052 | 28
O=C(Nc1ccc2c(c1)CN(C(=O)c1ccccc1)CC2)C1CC(=O)N(c2ccc(F)cc2)C1 (configuration not stated) | i | 0.077 | 66
CCOC(=O)N1CCc2c(sc(NC(=O)CSc3ccc(OC)cc3)c2C(=O)OC)C1 | i | 0.05 | 85
O=C(c1cccc(C(F)(F)F)c1)N1CCN(c2ccc(Nc3ccncc3)nn2)CC1 | i | 0.35 | 33
CCOc1ccccc1NC(=O)C1CN(C(C)=O)C1 | i | 0.096 | 54
O=S(=O)(c1cccc(Cl)c1)N1CCN(c2ccc(-c3noc(C4CC4)n3)cn2)CC1 | i | 0.12 | 52
CCOc1cc(S(=O)(=O)N2CCCC2)ccc1F | i | 0.099 | 63
Cc1nc2nc(C)c(CCC(=O)O)c(=O)n2[nH]1 | i | 0.12 | 51
Cc1ccc(C(=O)N2CCN(c3ccc(NC(=O)Cc4ccccc4)cc3)CC2)cc1 | i | 0.071 | 6
O=C(NCCCc1ccccc1)N1CCN(Cc2nc(-c3ccccc3)cs2)CC1 | i | 0.12 | 60
O=C(Nc1ccc2c(c1)CN(C(=O)C1CC1)CC2)c1ccc2nsnc2c1 | + | 0.17* | 57*
O=C(C1CCCO1)N1CCc2ccc(NS(=O)(=O)c3ccc(F)cc3)cc21 (configuration not stated) | i | 0.076 | 54
CCN(CC)C(=O)Cn1c(Cc2ccc(OC)cc2)nc2ccccc21 | i | 0.065 | 59
CCOC(=O)Cc1csc(NC(=S)NC(=O)c2ccccc2Br)n1 | i | 0.13 | 54
COc1ccc(/C=C/C(=O)c2ccc(Br)cc2)c(OC)c1 | i | 0.093 | 51
Cn1cccc1C(CNC(=O)C(=O)NC1CCCC1)N1CCCC1 (configuration not stated) | i | 0.065 | 58
Cc1nn2c(N3CCN(C)CC3)c3c(nc2c1-c1ccccc1)CCCC3 | i | 0.14 | 55
O=C(c1ccccc1)N1CCCc2ccc(NS(=O)(=O)c3ccccc3)cc21 | i | 0.062 | 51
CCOc1ccc(NC(=O)CN2N=NC3C(=O)N(c4ccc(F)c(Cl)c4)C(=O)C32)cc1 (configuration not stated) | i | 0.092 | 65
COc1ccc(S(=O)(=O)/C(C#N)=C/N2CCN(Cc3ccccc3)CC2)cc1 | i | 0.08 | 78
COc1cc([N+](=O)[O-])ccc1NC(=O)c1ccc(S(=O)(=O)N(C)C2CCCC2)cc1 | i | 0.086 | 64
O=C(NCC1c2ccccc2CCN1C(=O)CN1CCOCC1)C1CCCCC1 (configuration not stated) | i | 0.043 | 54
O=C(NCc1ccsc1)c1cc(Br)ccc1Cl | i | 0.092 | 41
Cc1cccc(NC(=O)c2ccc(=O)[nH]n2)c1 | i | 0.053 | 53
CSc1ccccc1C(=O)Nc1cc(C(=O)N2CCOCC2)cn(C)c1=O | i | 0.065 | 65
O=C(CCS(=O)(=O)c1ccccc1)Nc1nnc(-c2ccc(Br)s2)o1 | i | 0.087 | 42
COc1ccc(NC(=O)Cn2nc(C)c(Br)c2C)cc1 | i | 0.12 | 62
Cc1csc(C(=O)NCC2CCN(C(=O)c3cc4ccccc4o3)CC2)c1 | + | 0.068* | 55*
CCOC(=O)CN1CCN(c2nc3c(c(=O)[nH]c(=O)n3C)n2Cc2cccc3ccccc23)CC1 | i | 0.067 | 3
CN(Cc1ccccc1)S(=O)(=O)c1ccc(-c2nc(C#N)c(N3CCCC3)o2)cc1 | i | 0.15 | 86
O=C(NCCN1CCN(c2ccc(F)cc2)CC1)C(=O)NCc1cccs1 | i | 0.077 | 65
CC1CN(C)CCN1CC1CCN(C(=O)NC2CCCCC2)CC1 (configuration not stated) | i | 0.072 | 53
COc1ccc(S(=O)(=O)Nc2ccc3c(c2)N(S(=O)(=O)c2ccccc2)CCC3)c(OC)c1 | i | 0.068 | 83
O=C(Nc1ccc2scnc2c1)c1cc2cc([N+](=O)[O-])ccc2s1 | i | 0.11 | 41
Cc1ccc(NC(=O)CN2N=NC3C(=O)N(c4ccc(F)c(Cl)c4)C(=O)C32)c(C)c1 (configuration not stated) | i | 0.11 | 52
C=CCN1CC(c2nc3ccccc3n2Cc2c(C)c(C)cc(C)c2C)CC1=O (configuration not stated) | + | 0.32* | 53*
